# Screening results from PubChem BioAssay.
# CDK5 p35 inh: blocks human CDK5/p35 kinase activity | inhibition, % at 10 µM | Recombinant CDK5/p35, ADP-Glo luminescence, 60 min | 0.01% of 330,000 active | Q00535+Q15078;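 active = highest replicate inhibition of at least 50% and at least 75% of replicates reaching 50%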;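 also: plate controls were DMSO neutral control for no effect and GW8510 at 10 µM for full effect; many of its hits are not listed in these tables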
# DSG3 Ab inh: inhibitors of pemphigus antibody binding to human desmoglein-3 | binding (percent of control), % at 10 µM | DSG3-coupled beads, scFv-anti-DSG3-GFP binding, flow cytometry; hits give low values | 0.48% of 310,000 active;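 active = binding more than 3 SD below its plate's average and above zero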;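 also: hits lower antibody fragment binding to DSG3; some compounds called inactive have numbers as strong as hits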
# SR-BI HDL uptake: blocks mouse SR-BI lipid uptake from DiI-HDL | 0.96% of 320,000 active | ldlA[mSR-BI] CHO cells, DiI-HDL uptake fluorescence, 3 h | Q61009 | inhibition, % at 12.5 µM;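 active = mean replicate inhibition of at least 70% and a set share of replicates each scoring 70 or more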;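 also: 0% = median of neutral control wells and 100% = median of positive control wells; values of inactives mirror those of a sister screen read the other way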
# Mot1-301 SUMO: blocks SUMOylation pathway, rescuing yeast Mot1-301 growth; S. cerevisiae Mot1-301 growth rescue, ATP luminescence, 38.5C; percent above DMSO median, 100 means doubled; growth rescue, % at 18.8 µM; 1% of 320,000 active; AID 2716;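 active = every valid replicate shows activation above 250% relative to neutral control wells; inactive = the rest, any valid replicate at or below 250%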;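 also: OY570 slx delta 5 strain wells were the positive control but not used for scaling; some compounds called inactive have numbers as strong as hits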
# NSD2 HMT inh: blocks human histone methyltransferase NSD2; O96028; inhibition, % at 12.5 µM; 0.54% of 310,000 active; NSD2 peptide methylation, AlphaScreen, 120 min; AID 743445; in the data active = inhibition above about 50%
# Target sequence (O96028 whole entry, looked up): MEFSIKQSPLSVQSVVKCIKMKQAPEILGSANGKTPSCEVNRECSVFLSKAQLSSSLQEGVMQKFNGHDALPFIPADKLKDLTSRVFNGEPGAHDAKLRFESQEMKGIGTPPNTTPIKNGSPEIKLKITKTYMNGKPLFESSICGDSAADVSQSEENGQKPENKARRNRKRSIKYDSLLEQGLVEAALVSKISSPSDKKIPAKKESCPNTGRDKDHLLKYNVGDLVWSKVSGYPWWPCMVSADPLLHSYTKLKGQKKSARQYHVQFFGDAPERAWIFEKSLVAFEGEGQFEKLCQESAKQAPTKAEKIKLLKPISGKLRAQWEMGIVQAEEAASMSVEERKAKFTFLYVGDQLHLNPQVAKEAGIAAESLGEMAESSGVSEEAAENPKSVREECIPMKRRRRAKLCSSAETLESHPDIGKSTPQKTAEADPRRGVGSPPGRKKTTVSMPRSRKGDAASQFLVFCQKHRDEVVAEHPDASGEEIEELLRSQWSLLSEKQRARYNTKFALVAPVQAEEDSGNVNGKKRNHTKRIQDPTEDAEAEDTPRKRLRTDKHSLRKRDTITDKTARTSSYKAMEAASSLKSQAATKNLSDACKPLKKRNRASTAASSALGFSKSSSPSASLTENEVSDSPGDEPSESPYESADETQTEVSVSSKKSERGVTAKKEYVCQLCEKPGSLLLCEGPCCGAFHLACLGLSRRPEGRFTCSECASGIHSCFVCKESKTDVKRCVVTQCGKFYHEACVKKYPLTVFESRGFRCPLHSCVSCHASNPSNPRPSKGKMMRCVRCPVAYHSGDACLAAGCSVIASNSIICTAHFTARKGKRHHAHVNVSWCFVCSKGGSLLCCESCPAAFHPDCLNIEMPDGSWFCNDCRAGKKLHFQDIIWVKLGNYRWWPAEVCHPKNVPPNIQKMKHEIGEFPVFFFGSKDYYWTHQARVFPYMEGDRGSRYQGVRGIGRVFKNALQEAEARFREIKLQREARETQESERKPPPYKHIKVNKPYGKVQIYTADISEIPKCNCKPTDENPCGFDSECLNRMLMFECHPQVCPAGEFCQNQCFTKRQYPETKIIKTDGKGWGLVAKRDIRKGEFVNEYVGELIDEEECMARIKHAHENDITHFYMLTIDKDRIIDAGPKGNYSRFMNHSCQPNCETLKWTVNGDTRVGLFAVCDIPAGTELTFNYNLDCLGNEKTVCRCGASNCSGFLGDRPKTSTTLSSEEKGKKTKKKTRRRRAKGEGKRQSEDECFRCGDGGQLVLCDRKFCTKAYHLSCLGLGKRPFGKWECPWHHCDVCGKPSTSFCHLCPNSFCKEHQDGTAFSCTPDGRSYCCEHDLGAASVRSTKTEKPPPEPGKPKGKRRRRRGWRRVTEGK
# MITF TRPM1 HTS: MITF TRPM1 promoter activation in melanoma cells; AID 588334; SK-MEL-5 TRPM1-promoter luciferase, 24 h; % of positive control, neutral wells = 0; 0.75% of 300,000 active; activation, % at 12.5 µM;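 active = mean activation of at least 80% with every replicate also reaching 80%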;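 also: 0% = neutral control wells and 100% = parthenolide positive control wells; values of inactives mirror those of a sister screen read the other way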
# dFosB activator: enhances mouse delta FosB homodimer DNA binding. P13346. purified delta FosB, TAMRA-CDK5 oligo fluorescence polarization; percent of positive-control signal above neutral wells. activation, % at 25 µM. 0.99% of 340,000 active. AID 493131;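 active = mean activation above about 17%, with every replicate also reaching it, limit read from the data, passing the limit was not always enough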;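 also: fluorescence polarization rise as delta FosB binds a TAMRA Cdk5 AP-1 oligo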
# PKA-R1A activ: PKA-R1A complex activation; P00514+P68181; PKA-R1A dissociation, Cy5-IP20 fluorescence polarization; scaled: DMSO 0%, 113 µM cGMP 100%; activation, % at 11.4 µM; 0.083% of 340,000 active; AID 504707;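 active = percent activation above the mean of all tested compounds plus 3 SD, cut at about 19% in these data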;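 also: higher means more PKAc released from R1A so a rise in polarization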
# PKA-R2B act: activators of human PKA-R2B complex | AID 504700 | PKA-R2B holoenzyme dissociation, Cy5-IP20 fluorescence polarization; R2B truncated from residue 108, S112A mutant; 0% DMSO only, 100% 113 µM cGMP | activation, % at 11.4 µM | 0.079% of 340,000 active | P22694+P31323;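 active = activation above a cutoff set at the mean over all compounds plus 3 SD, cut at about 18% in these data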;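 also: higher means more holoenzyme dissociation and a rise in polarization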
# SR-BI DiI-HDL act: activators of SR-BI mediated HDL lipid uptake | CHO ldlA[mSR-BI] cells, DiI-HDL uptake fluorescence, 3 h; 100 = double the neutral-control signal | 0.096% of 320,000 active | activation, % at 12.5 µM;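 active = mean replicate activation of at least 60% and every replicate at or above 60%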;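 also: 0% = median plate neutral-control signal and 100% = twice that signal; values of inactives mirror those of a sister screen read the other way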
#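 Material – SR-BI-overexpressing, LDLR-lacking CHO cells · Medium – BSA-supplemented, HEPES-buffered Ham's F12, pH 7.4 · Doses – single concentration · Times – compound with DiI-HDL co-incubation, 3 h at 37 °C · Measured by – bottom-read fluorescence, 550/595 nm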
# Arrestin-AP2 inh: human beta-arrestin and AP2 interaction inhibition | FITC-arrestin peptide / GST-AP2 beads, flow cytometry; AP2 beta2 appendage carries R879A mutation | inhibition, % at 10 µM | 0.31% of 340,000 active;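 active = inhibition above a set limit, near 3 SD of compounds lacking own fluorescence, cut at about 54% in these data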;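 also: plate controls were DMSO wells for no effect and 5 µM unlabelled arrestin peptide for full effect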
#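 Material – GST-tagged AP2 beta2-adaptin appendage (R879A) on 4 µm glutathione beads · Probe or stimulus – fluorescein-tagged arrestin peptide at 50 nM final · Timing – 12 min plus 1 h, RT · Detection – bead flow cytometry, FITC channel · Read-out basis – inhibition as reduced fluorescein signal on beads, percent · Medium – PBS plus Tween 20 (0.05%) and BSA (0.1%)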
# * hit, by the source's call; . = no result given. No enrichment for hits; any-hit rate near 4.7%.
1) CN(C(=O)c1cccc(NC(=O)Cc2cccc(NC(=O)C3CCN(C(=O)C4CC4)CC3)c2)c1)C1CC1
2) CCn1cnc2scc(-c3ccc(OC)cc3)c2c1=O
3) COc1ccc(C2=NOC(Cn3nc(-c4ccccc4)cc3C(=O)NCc3cccs3)C2)cc1 (configuration not stated)
4) O=C(Cn1c(=O)n(CC2CCCO2)c(=O)c2ccccc21)c1ccccc1 (configuration not stated)
5) NC(=NCCc1c[nH]c2ccccc12)NS(=O)(=O)c1ccc2ccccc2c1
6) O=[N+]([O-])c1ccccc1-c1cc(-c2cc(Cl)ccc2O)n[nH]1
7) O=C(O)COc1c(Cl)cc(/C=C2\NC(=O)NC2=O)cc1Br
8) Cc1ccc(-c2nn(-c3ccccc3)cc2CN(Cc2ccccc2)C(=O)CCC(=O)O)o1
9) C/C(=N\NC(=S)NC(C)C)c1ccccc1OC(F)F
10) Cn1nc(C(=O)Nc2ccc(S(=O)(=O)N3CCOCC3)cc2)c2ccccc2c1=O
screen / no.	1	2	3	4	5	6	7	8	9	10
CDK5 p35 inh	2.4	0.4	0.2	1.9	0.9	1.5	0.7	-1.6	0.1	-1.5
DSG3 Ab inh	106	96	99	.	95	99	85	100	97	84*
SR-BI HDL uptake	27	-1	38	.	-33	27	-8	-9	-7	-11
Mot1-301 SUMO	.	16	2	3	18	-2	199	6	95	9
NSD2 HMT inh	.	-2	.	-1	0	4	2	6	-2	-3
MITF TRPM1 HTS	3	-5	10	6	-10	13	-6	.	1	4
dFosB activator	-10	6	1	-10	-2	6	-6	-11	-5	-23
PKA-R1A activ	-5	2	-4	-8	-2	-10	-3	-3	0	-2
PKA-R2B act	14	4	-16	-5	-7	-13	-13	-11	12	0
SR-BI DiI-HDL act	-27	1	-38	.	33	-27	8	9	7	11
Arrestin-AP2 inh	12	-24	-8	-4	18	3	-1	4	2	-3

11) O=C(NNC(=S)Nc1ccc(F)cc1F)c1ccco1
12) Cc1ccccc1-c1nc(C#N)c(NCc2ccco2)o1
13) CCN(CC)S(=O)(=O)c1ccc(NC(=O)C(OC)c2ccccc2)cc1 (configuration not stated)
14) COC(=O)c1sccc1NC(=S)N1CCC(C(N)=O)CC1
15) CCCC(=O)NC(c1ccc(C)cc1)c1ccc2cccnc2c1O (configuration not stated)
16) CN(C(=O)Nc1ccc(S(=O)(=O)N(C)C)cc1)C1CCCCC1
17) Cc1cccc(NC(=O)c2ccccc2NC(=O)C(C)(C)C)n1
18) O=C(Cc1ccccc1)Nc1ccccc1N1CCOCC1
19) Cc1ccccc1-c1nc(CS(=O)(=O)CC(=O)NCCCN2CC(C)CC(C)C2)c(C)o1 (configuration not stated)
20) COc1ccccc1N1CCN(C2CCCN(Cc3cccc(O)c3)C2)CC1 (configuration not stated)
screen / no.	11	12	13	14	15	16	17	18	19	20
CDK5 p35 inh	2.4	-0.6	-3.1	0.6	-1.8	4.1	0.8	1.4	-3.2	0.8
DSG3 Ab inh	106	108	.	102	127	102	91	101	100	108
SR-BI HDL uptake	-14	-1	48	.	5	-18	3	-20	12	5
Mot1-301 SUMO	5	1	-13	-25	1	-19	10	9	6	16
NSD2 HMT inh	.	-1	-2	-2	-3	-1	0	0	19	3
MITF TRPM1 HTS	9	-3	.	-4	.	4	-12	1	15	-6
dFosB activator	-9	-3	-4	5	-2	-3	5	-4	-8	3
PKA-R1A activ	-8	-5	-1	2	-8	-1	-9	-12	-6	-9
PKA-R2B act	4	-4	-1	9	-11	4	-4	-11	-8	7
SR-BI DiI-HDL act	14	1	-48	.	-5	18	-3	20	-12	-5
Arrestin-AP2 inh	-2	2	-5	33	-4	-4	10	-5	1	11

21) Cc1cc2nnc(SCC(=O)NCc3cccs3)n2c2ccccc12
22) CNc1nc2c3ccccc3n(C(C)=O)c2s1
23) Cc1ccc2[nH]ccc(=O)c2c1
24) COc1cccc(NC(=O)Cn2c(=O)n(-c3cc(OC)c(OC)c(OC)c3)c(=O)c3ccccc32)c1
25) O=C(O)c1ccc2c(c1)CC(c1ccccc1)OC2=O (configuration not stated)
26) N#C/C(=N\Nc1ccc(Cl)cc1)C(=N)N1CCCCC1
27) CCc1ccc(Nc2c([N+](=O)[O-])c(=O)oc3ccccc23)cc1
28) CCn1c(SCc2nc(CC(=O)Nc3ccccc3OC)no2)nnc1-c1cccs1
29) O=C(COC(=O)CNC(=O)c1ccccc1Cl)NC1CC1
30) CCOC(=O)C1=C(c2ccccc2)N(C)C(=O)NC1c1ccc(O)c(OC)c1 (configuration not stated)
screen / no.	21	22	23	24	25	26	27	28	29	30
CDK5 p35 inh	-0.8	0.1	-4.6	1.0	1.4	-1.8	-0.4	-0.9	-1.3	-0.7
DSG3 Ab inh	100	105	105	81	97	109	.	97	102	106
SR-BI HDL uptake	-3	-3	-4	-40	-33	18	18	-2	-23	-23
Mot1-301 SUMO	-12	-2	-4	18	48	58	-9	-1	12	-25
NSD2 HMT inh	-1	-1	.	-3	-1	2	2	-1	-1	-1
MITF TRPM1 HTS	.	28	10	-7	-7	24	.	-10	6	-13
dFosB activator	-13	0	1	6	-7	-5	1	-9	1	-2
PKA-R1A activ	-3	-4	7	1	3	-3	-5	3	-2	-14
PKA-R2B act	-5	-9	2	-3	5	-11	1	6	-3	-6
SR-BI DiI-HDL act	3	3	4	40	33	-18	-18	2	23	23
Arrestin-AP2 inh	-10	16	0	18	3	-5	6	6	-6	16

31) Cc1cc([N+](=O)[O-])nn1CCCC(=O)Nc1ccc(Cl)cc1Cl
32) CC(=O)OC1(C(C)=O)CCC2C3CC4OC45CC(O)CCC5(C)C3CCC21C (configuration not stated)
33) COc1cc(C(=O)N2CCN(Cc3ccc4c(c3)OCO4)CC2)cc(OC)c1OC
34) CC(CC(=O)O)CC(=O)Nc1cc([N+](=O)[O-])ccc1O (configuration not stated)
35) CN(Cc1ccccc1)C(=O)C1CCCN(Cc2cccc(Cl)c2)C1 (configuration not stated)
36) COc1ccc(N2CCN(S(=O)(=O)CCNC(=O)COc3ccccc3OC)CC2)cc1
37) COc1ccccc1C(=O)N1CCN=C1c1ccccc1
38) COc1ccc(/C=N/Nc2c(Cl)cc(Cl)cc2Cl)cc1CN1CCOCC1
39) O=C(COC(=O)/C=C/c1ccc(C(F)(F)F)cc1)NCC1CCCCC1
40) Cc1nc(SCC(=O)c2c[nH]c3ccccc23)n[nH]1
screen / no.	31	32	33	34	35	36	37	38	39	40
CDK5 p35 inh	0.6	-1.0	-0.1	-0.9	-0.9	0.8	-0.2	1.7	0.5	-1.3
DSG3 Ab inh	88	119	111	104	100	105	105	104	101	102
SR-BI HDL uptake	.	-14	.	2	-11	6	-25	20	-16	-5
Mot1-301 SUMO	-18	.	-1	11	8	90	-11	47	-11	12
NSD2 HMT inh	-3	-1	1	1	23	4	18	3	-2	-4
MITF TRPM1 HTS	8	4	5	-5	3	10	.	-9	6	.
dFosB activator	-10	4	-3	-3	2	-2	-2	4	-1	-5
PKA-R1A activ	-2	-11	-1	-7	-4	0	-6	-8	-6	10
PKA-R2B act	-6	-10	-6	-11	2	-4	-2	-5	-3	-6
SR-BI DiI-HDL act	.	14	.	-2	11	-6	25	-20	16	5
Arrestin-AP2 inh	-19	27	-3	18	6	46	-2	12	-1	25

41) CCN(Cc1nc2cc(Cl)ccc2c(=O)[nH]1)C(=O)c1ccc(C)c(NC(=O)c2ccco2)c1
42) COc1ccc(-c2csc3ncnc(Oc4cccc5ccc(C)nc45)c23)cc1
43) O=C(Cc1ccccc1Cl)N1CCOCC1
44) COC(=O)c1ccc(CSc2nnc(-c3ccncc3)o2)o1
45) CCN1CCN(C(=O)CN2C(=O)COc3ccc(S(=O)(=O)N4CCOCC4)cc32)CC1
46) COCC(C)n1c(SCc2cc(C(=O)OC)c(C)o2)nc2ccccc2c1=O (configuration not stated)
47) COc1ccc(-c2nc(C)c(C(C)=O)n2O)cc1[N+](=O)[O-]
48) Cc1ccc2nc(C3CCN(CC(=O)Nc4ccc5c(c4)OCCO5)CC3)[nH]c2c1
49) CCCS(=O)(=O)N1CCC(C(=O)NCCCOCC)CC1
50) Cc1c(N2CCCC2)cc2c(c1NC(=O)c1ccccc1Cl)C(C)(C)CC2(C)C
51) C/C(=N\NC(=O)c1cccs1)c1ccc2c(c1)OCO2
52) CCC(=O)NNc1nc2c(C)cccc2s1
screen / no.	41	42	43	44	45	46	47	48	49	50	51	52
CDK5 p35 inh	-0.8	-2.1	0.1	-0.4	.	0.1	0.4	-1.3	0.1	-0.7	0.5	-0.1
DSG3 Ab inh	.	.	108	97	98	99	104	105	103	96	99	.
SR-BI HDL uptake	1	8	-42	-22	-30	26	-9	48	-15	-1	-15	6
Mot1-301 SUMO	-8	-17	10	4	.	-2	-6	1	.	306	349	5
NSD2 HMT inh	2	-2	-2	0	-1	-4	-1	3	-3	-1	-1	-3
MITF TRPM1 HTS	-4	-8	0	-11	0	-15	1	3	-10	1	34	-10
dFosB activator	-9	-11	-6	0	5	-6	0	8	-4	3	4	0
PKA-R1A activ	-9	-13	4	-1	-9	-5	2	3	3	-12	.	6
PKA-R2B act	10	-4	7	-5	-4	-5	-10	3	5	-2	.	-9
SR-BI DiI-HDL act	-1	-8	42	22	30	-26	9	-48	15	1	15	-6
Arrestin-AP2 inh	23	24	22	-5	7	-11	-3	0	8	25	-7	46

# One compound at a time, from the list above. Screens in order: CDK5 p35 inh, DSG3 Ab inh, SR-BI HDL uptake, Mot1-301 SUMO, NSD2 HMT inh, MITF TRPM1 HTS, dFosB activator, PKA-R1A activ, PKA-R2B act, SR-BI DiI-HDL act, Arrestin-AP2 inh
# `COc1ccc(-c2csc3ncnc(Oc4cccc5ccc(C)nc45)c23)cc1` in the list: -2.1, ., 8, -17, -2, -8, -11, -13, -4, -8, 24
# `Cc1c(N2CCCC2)cc2c(c1NC(=O)c1ccccc1Cl)C(C)(C)CC2(C)C` in the list: -0.7, 96, -1, 306, -1, 1, 3, -12, -2, 1, 25
# `C/C(=N\NC(=O)c1cccs1)c1ccc2c(c1)OCO2` in the list: 0.5, 99, -15, 349, -1, 34, 4, ., ., 15, -7
